IDE act: human IDE activators in live cells, primary screen, fluorescence polarization, HEK cells, FAbeta-B substrate; 340,000 compounds, 0.073% hits; FAbeta-B cleavage; 0% vehicle, 100% cell-free pure enzyme wells; AID 493087, 2011; activation, % at 5.96 µM;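 active = activation above the mean of all tested compounds plus 3 SD, set per screening campaign, cut at about 17% in these data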
Target sequence (P14735 whole entry, looked up): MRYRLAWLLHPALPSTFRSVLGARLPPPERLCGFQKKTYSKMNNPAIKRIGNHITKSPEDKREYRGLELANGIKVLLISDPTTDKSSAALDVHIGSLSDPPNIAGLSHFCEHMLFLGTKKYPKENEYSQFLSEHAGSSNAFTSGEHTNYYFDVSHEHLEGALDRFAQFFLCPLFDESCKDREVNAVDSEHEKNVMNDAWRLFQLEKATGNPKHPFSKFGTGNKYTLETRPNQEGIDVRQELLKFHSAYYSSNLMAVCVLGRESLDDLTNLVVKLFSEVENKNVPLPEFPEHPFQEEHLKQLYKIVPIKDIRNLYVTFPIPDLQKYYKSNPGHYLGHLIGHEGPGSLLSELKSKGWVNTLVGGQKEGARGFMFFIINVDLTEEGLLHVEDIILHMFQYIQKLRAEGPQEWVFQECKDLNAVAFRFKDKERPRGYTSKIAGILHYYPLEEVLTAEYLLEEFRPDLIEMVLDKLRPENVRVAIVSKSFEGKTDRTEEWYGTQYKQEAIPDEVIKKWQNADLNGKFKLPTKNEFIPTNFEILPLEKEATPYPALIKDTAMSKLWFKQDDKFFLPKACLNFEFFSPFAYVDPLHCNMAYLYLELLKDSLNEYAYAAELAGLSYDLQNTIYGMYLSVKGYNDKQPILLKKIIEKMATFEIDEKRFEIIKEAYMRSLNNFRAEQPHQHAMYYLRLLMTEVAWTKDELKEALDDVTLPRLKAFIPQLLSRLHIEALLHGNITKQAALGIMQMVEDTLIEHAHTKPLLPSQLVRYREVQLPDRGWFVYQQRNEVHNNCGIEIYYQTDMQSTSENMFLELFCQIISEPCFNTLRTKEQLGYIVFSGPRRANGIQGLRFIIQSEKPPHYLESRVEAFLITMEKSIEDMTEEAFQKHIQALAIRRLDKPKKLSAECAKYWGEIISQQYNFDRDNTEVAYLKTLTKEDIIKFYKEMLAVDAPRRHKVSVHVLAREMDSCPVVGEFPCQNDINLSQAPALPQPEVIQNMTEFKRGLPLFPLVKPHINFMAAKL
IDE cell inh: human IDE inhibitors in live cells, primary screen, fluorescence polarization, HEK cells, FAbetaB substrate. FAbetaB cleavage. Insulin-degrading enzyme (Homo sapiens), P14735. AID 434962, 2010. 320,000 compounds, 0.41% hits. inhibition, % at 5.59 µM;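 active = percent inhibition above the average of all tested compounds plus 3 SD, set per screening campaign, cut at about 16% in these data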;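 note: IDE supplied by intact live HEK cells; FP after avidin binding of uncleaved biotin substrate so inhibition keeps polarization high; 0% = DMSO wells and 100% = 60 µM reference IDE inhibitor Ii1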
GPR7 antag: GPR7 receptor antagonists, primary screen, cell-based, fluorescence, single concentration; Neuropeptides B/W receptor type 1 (Homo sapiens), P48145; inhibition, % at 4.4 µM; 290,000 compounds, 1.1% hits; GPR7-expressing cells, fluorescence antagonist assay; in the data active = inhibition above about 16%, passing the limit was not always enough;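 note: cells stimulated with the agonist NPW; 0% = agonist with vehicle and 100% = vehicle without agonist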
VIM-2 inhibitor: VIM-2 metallo-beta-lactamase inhibitors, primary screen, biochemical, epi-absorbance readout, Pseudomonas aeruginosa enzyme; purified VIM-2, nitrocefin hydrolysis, epi-absorbance fluorescence; inhibition, % at 5.6 µM; 290,000 compounds, 0.89% hits; AID 1527, 2009;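 active = inhibition above the mean of all tested compounds plus 3 SD, cutoff set per screening run, cut at about 7.5% in these data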;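 note: red hydrolysis product quenches plate fluorescence so inhibitors raise well fluorescence; 0% = enzyme with DMSO and 100% = DMSO without enzyme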
IMP-1 inhibitor: IMP-1 metallo-beta-lactamase inhibitors, primary screen, biochemical, epi-absorbance readout, Pseudomonas aeruginosa enzyme; metallo-beta-lactamase IMP-1 (Pseudomonas aeruginosa); inhibition, % at 5.6 µM; purified IMP-1, nitrocefin hydrolysis, epi-absorbance fluorescence; 290,000 compounds, 0.45% hits;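 active = inhibition above the mean plus 3 SD of all compounds in the same screening run, cut at about 4.5% in these data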;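 note: 0% = IMP-1 with DMSO and 100% = DMSO wells lacking enzyme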
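system = purified recombinant IMP-1 beta-lactamase | amount = 0.2 nM IMP-1, as dispensed | medium = HEPES buffer pH 7.1 with ZnSO4 and Brij 35 | times = 25 °C, 15 min preincubation, 25 min reaction | detection = plate fluorescence quenching by hydrolysis product, ex 480/em 530 nm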
NALP1 yeast inh: NALP1 inflammasome inhibitors in reconstituted yeast, colorimetric, S. cerevisiae, triplicate retest; inhibition, % at 10 µM; 280,000 compounds, 0.61% hits; S. cerevisiae NALP1/ASC/caspase-1 growth, X-gal OD620, 72 h; AID 2071, 2009; in the data active = inhibition mostly above about 24%, no sharp cut-off; inactive = mostly below about 32%; note: some compounds called inactive have numbers as strong as hits
M18AAP inhibitor: PfM18AAP inhibitors, malaria aminopeptidase, primary screen, biochemical, QFRET, recombinant enzyme | M18 aspartyl aminopeptidase (Plasmodium falciparum 3D7) | H-Glu-NHMec fluorogenic cleavage | inhibition, % at 7.35 µM | 290,000 compounds, 1.2% hits | AID 1822, 2009;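 active = inhibition above the campaign mean inhibition over all tested compounds plus 3 SD, cut at about 28% in these data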;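 note: 0% = plate median of test compound wells and 100% = 2 mM ZnCl2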
PHOSPHO1 block: PubChem AID 1565; recombinant PHOSPHO1, absorbance phosphatase assay; Phosphoethanolamine/phosphocholine phosphatase (Homo sapiens), Q8TCT1; inhibition, % at 13.3 µM; 290,000 compounds, 1.1% hits; in the data active = inhibition above about 60%
p-CIP stab down: p/CIP-EGFP fusion destabilizers, primary screen, fluorescence, F442A cells; decrease of EGFP signal, % at 10 µM; 290,000 compounds, 0.01% hits; Q05BA5; 16 h;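 active = EGFP signal decrease of at least 30% at 10 µM or well 3 SD below plate mean, unless failing retest; inactive = the rest, including hits failing retest or dose response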; note: some compounds called inactive have numbers as strong as hits; many of its hits are not listed in these tables
* hit, by the source's call; · = not tested or not shown; & = joins results of further samples.

M18AAP inhibitor,NALP1 yeast inh,VIM-2 inhibitor,IDE cell inh,IMP-1 inhibitor,p-CIP stab down,IDE act,PHOSPHO1 block,GPR7 antag,compound
0.4,8.8,-3.1,2.1,-1.5,-1.1,-2.6,-10.9,-8.4,CCOC(=O)C1CCN(C(=O)c2cc3c(C)cc(C)cc3[nH]2)CC1
-0.8,10.3,-4.7,2.7,-2.2,0.6,3.8,7.2,-3.4,COc1ccc(/C(N)=C/C(=O)C(C)(C)C)cc1
-0.8,1.1,0.4,7.8,1.1,-0.6,1.9,12.6,6.8,Cc1ccccc1N/C(SCc1ccc(Cl)cc1)=C(/C#N)C(=O)NCc1ccco1
5.1,12.3,-2.0,1.8,-2.5,-3.0,-1.4,-6.2,-11.7,Cc1ccc(C)c(Nc2nc(N)c3ccccc3n2)c1
0.3,7.5,-3.5,-1.1,-2.6,-4.8,-0.4,-21.9,-4.5,CCC(C)NC(=O)CCC(=O)Nc1ccc2nc(N3CC(C)CC(C)C3)cc(C)c2c1 (centres undefined)
1.9,-4.9,0.6,0.9,-0.5,-7.2,1.1,5.6,-7.8,O=C(CCCC(=O)N(CC(=O)NC1CCCC1)Cc1ccccc1Cl)Nc1ccccn1
-0.6,·,5.3,-0.2,-6.3,-9.6,-6.8,3.3,-13.2,CC(C)C1Cc2c(sc3c2c(=O)n(-c2ccccc2)c2n[nH]c(=S)n32)CO1 (centres undefined)
2.0,-4.5,-4.1,4.0,-3.9,-11.0,1.4,15.9,-4.0,Cc1ccc(C(=O)N/N=C\C=C\c2ccccc2[N+](=O)[O-])cn1
2.2,10.8,-1.3,1.2,-2.5,-12.8,·,-5.3,-12.8,CC1c2ccsc2CCN1C(=O)NC(=O)c1ccc(Cl)cc1 (centres undefined)
8.2,25.1,-5.7,4.9,-1.4,1.0,0.7,5.8,-17.3,CC(NC(=O)C(=O)NN=C1CCC(C(C)(C)C)CC1)c1ccccc1 (centres undefined)
-1.0,10.1,-5.0,-1.1,-3.5,-11.3,-0.3,-47.7,-2.9,Cc1cc(C)c2nc(N3CCCC(C(=O)NCCCN4CCOCC4)C3)sc2c1 (centres undefined)
-0.6,-9.9,-2.8,-2.4,-4.3,-4.6,-0.2,3.4,1.7,CCC(=O)NC(c1cccs1)c1cc(Cl)c2cccnc2c1O (centres undefined)
2.3,13.3,-5.3,-4.8,-3.0,-10.0,0.8,15.5,-11.6,CC1CN(Cc2csc(-c3ccc(Cl)cc3)n2)CC(C)O1 (centres undefined)
6.0,8.1,-4.4,2.0,-1.4,4.5,0.3,20.3,-7.1,CCOC(=O)CN1C(=O)C(O)(c2c(C)[nH]c3ccccc23)c2ccccc21 (centres undefined)
0.9,8.0,0.5,-1.1,0.9,1.3,4.2,·,-7.2,CCCc1nc2cc3c(cc2[nH]1)n(C)c(=O)n3C

Complete entries, looked up by structure. Order of screens: M18AAP inhibitor | NALP1 yeast inh | VIM-2 inhibitor | IDE cell inh | IMP-1 inhibitor | p-CIP stab down | IDE act | PHOSPHO1 block | GPR7 antag
CC(NC(=O)C(=O)NN=C1CCC(C(C)(C)C)CC1)c1ccccc1 (centres undefined) reads 8.2 | 25.1 | -5.7 | 4.9 | -1.4 | 1.0 | 0.7 | 5.8 | -17.3
CCOC(=O)CN1C(=O)C(O)(c2c(C)[nH]c3ccccc23)c2ccccc21 (centres undefined) reads 6.0 | 8.1 | -4.4 | 2.0 | -1.4 | 4.5 | 0.3 | 20.3 | -7.1
CC1c2ccsc2CCN1C(=O)NC(=O)c1ccc(Cl)cc1 (centres undefined) reads 2.2 | 10.8 | -1.3 | 1.2 | -2.5 | -12.8 | · | -5.3 | -12.8

The results go on.
M18AAP inhibitor,NALP1 yeast inh,VIM-2 inhibitor,IDE cell inh,IMP-1 inhibitor,p-CIP stab down,IDE act,PHOSPHO1 block,GPR7 antag,compound
-0.7,22.5,-4.8,3.7,-4.0,11.2,-7.0,-20.6,-0.7,COc1ccccc1/C=N/NC(=O)c1ccc(-c2ccccc2)cc1
-0.8,19.2,-2.3,7.5,-4.4,-10.7,9.9,-6.8,-7.0,O=C(CNC(=S)N(CCCN1CCOCC1)Cc1cccs1)NCCCN1CCOCC1
4.0,16.9,-2.8,7.3,-5.5,-12.1,2.4,24.2,1.1,OCC(CO)(CO)NCC(O)CN1c2ccccc2Sc2ccccc21 (centres undefined)
·,-15.0,·,-2.8,·,-6.7,0.7,30.9,·,CC(=O)[C@H]1[C@H](CCc2ccccc2)NC(=O)N(Cc2ccccc2)[C@@H]1C
-5.3,46.1,-2.4,7.9,-6.3,4.8,5.5,18.6,-12.0,CC1(C)CC(=O)c2cc(C(=O)O)c(=O)n(-c3ccccc3)c2C1
0.0,-2.9,-2.3,0.7,-3.4,6.1,-1.2,-4.2,-10.1,O=C(c1cc2ccccc2oc1=O)N(Cc1ccccc1)CC1CCCO1 (centres undefined)
-2.8,-13.9,-0.2,-0.7,-0.1,8.7,0.3,-34.7,-15.0,Cn1cc2cc(NC(N)=S)ccc2n1
-4.5,0.8,4.6,13.1,-3.4,0.8,5.4,-7.8,-3.4,CCOC(=O)c1cnc2c(C)c(Cl)ccc2c1N1CCN(CC)CC1
2.5,16.9,-3.5,-9.7,-3.1,-1.4,2.4,88.2*,-11.3,COc1cccc(NC(=O)CSc2nnc(-c3cccc(OC(C)C)c3)n2N)c1
5.3,10.6,0.9,4.6,-3.9,5.5,5.9,-7.8,-8.5,COc1ccc(OC)c(NC(=O)c2cccnc2)c1
-3.7,·,-4.0,-0.9,-3.2,-17.4,3.2,19.9,-6.1,Cc1ccccc1C(=O)Nc1nnc(CC(=O)N/N=C/c2cn(Cc3ccccc3)c3ccccc23)s1
-18.1,25.8,0.2,-3.0,-0.5,1.7,7.0,-2.0,-3.6,CCCCC(=O)Nc1ccc(C(=O)NCCc2ccccc2)cc1
-0.9,·,0.8,9.5,-0.4,·,·,·,14.1,CN1CCN(c2ccccc2NS(=O)(=O)c2ccc3c(c2)CCN3C(=O)C2CCC2)CC1
-2.2,2.4,-1.7,0.0,4.1,-8.1,4.8,4.6,-5.5,Cc1ccc(CNC(=O)CN2C(=O)C3(OCCCO3)c3ccccc32)cc1
10.0,8.8,-1.0,3.7,-1.7,2.4,4.1,26.3,-13.3,Cc1ccccc1CCNC(=O)C1CCCN(c2cnccn2)C1 (centres undefined)
0.1,-4.9,-5.7,-1.8,-3.0,1.1,1.3,-13.7,-12.5,O=C(CO/N=C/c1ccccc1)Nc1c(F)c(F)c(F)c(F)c1F
-3.8,-5.7,-0.6,-3.6,2.7,-5.4,8.3,-3.0,-10.3,CCN(CC)CCCn1c(C)cc2c(c1=O)C(c1ccccc1)C(C#N)=C(N)O2 (centres undefined)
1.5,9.6,-1.2,-4.7,-3.1,2.5,5.5,23.3,-5.9,CN(CC(=O)NCc1ccccc1F)S(=O)(=O)c1ccc(Cl)cc1
-2.9,12.9,1.5,2.1,-1.0,-14.1,4.6,15.6,-2.9,Cc1nnsc1S(=O)(=O)c1ccccc1
1.1,3.1,-3.2,2.4,-3.7,-4.2,-2.6,42.8,-5.4,COc1ccc(COC(=O)c2cccc(S(=O)(=O)N3CCCC3)c2)cc1F
1.6,0.2,-2.8,1.5,-0.4,-11.6,0.2,-9.6,-15.3,Nc1nc(CN2CCN(c3ccccc3)CC2)nc(N2CCCc3ccccc32)n1
5.5,19.8,-3.1,2.7,-3.8,-6.2,-4.9,28.3,-10.5,O=C(NCCCn1ccnc1)Nc1ccc2c(c1)OCO2
16.8,20.8,-4.3,-4.0,-2.6,-15.2,-19.9,7.1,-8.8,S=C(NNc1ccnc2cc(Cl)ccc12)Nc1ccccc1Cl
-5.5,-20.0,1.2,1.1,3.3,-1.9,-3.0,8.9,9.0,CC(=O)c1c(C)[nH]c(C(=O)CSc2nc3ccccc3n2C)c1C
4.5,20.4,-2.1,2.8,-2.5,-2.8,1.0,34.4,-21.3,Cc1ccc(CNC(=O)C2CCC(=O)N(C3CCCC3)C2)c(F)c1F (centres undefined)
6.2,-1.2,0.9,-3.0,2.9,16.8,-3.3&-4.7,6.4,-8.6,C=CCn1c(SCC(=O)/C(C#N)=C(\C)N)nc2sc(CC)cc2c1=O
-1.6,12.6,-1.5,6.2,-2.3,-17.9,1.3,-7.4,-9.1,COc1nc(-c2ccccc2)ccc1-c1noc(COc2ccccc2)n1
-7.0,6.4,-0.8,3.3,-4.1,-8.4,-2.9,-0.5,-2.2,CC(C)OCC(O)CS(=O)(=O)Cc1ccccc1 (centres undefined)
-4.8,23.3,-1.9,6.9,-0.1,-4.4,1.1,18.7,-14.3,O=C(Nc1ncccn1)c1ccc([N+](=O)[O-])cc1Cl
-3.2,9.8,-2.9,4.2,-0.8,2.7,3.1,5.8,0.3,O=C(CCn1nnc(-c2cccs2)n1)NCc1ccccc1Cl
0.1,-5.6,-2.0,7.7,-1.7,-5.1,3.6,29.1,4.1,COc1cc(C(=O)N(C)CCOc2ccc(C)cc2)ccc1OC1CCN(C(C)=O)CC1
15.9,-3.0,-2.6,2.7,-3.9,-8.6,-2.5,9.1,-2.3,CC(=O)c1c(C)oc2ccc(O)c(CN3CCOCC3)c12
-4.4,-15.4,-1.1,-1.0,-3.5,4.1,0.4,76.7*,-5.3,O=C(CCl)c1ccc(Cc2ncc(C(F)(F)F)cc2Cl)s1
-2.3,4.8,0.2,·,-1.3,-1.0,5.2,37.5,16.6,COc1cc(C(C)=O)ccc1OC(=O)CN1C(=O)c2ccccc2C1=O
-9.6,3.7,-4.3,1.7,-5.2,-10.6,-9.1,30.9,1.6,COc1ccc(-c2nc(SCC(=O)Nc3cc(C)on3)n[nH]2)cc1
-3.1,12.0,-2.8,-3.5,-2.9,-9.6,3.4,25.0,-3.3,C/C(=N\NC(=O)COc1ccc(C)cc1[N+](=O)[O-])c1ccc2c(c1)OCCO2
2.4,36.9,-1.9,3.4,-1.7,-11.2,0.0,-13.2,8.6,O=C(COC(=O)c1c2c(nc3ccccc13)CCCCC2)NCc1ccc2c(c1)OCO2
9.2,19.1,-2.4,2.4,-0.8,1.3,7.3,91.4*,16.2,C=CCn1c(SCc2nc3ccccc3[nH]2)nnc1-c1ccc(OC)cc1
-2.0,-3.6,-2.2,-1.8,-3.1,-1.8,2.2,15.6,2.8,CCOC(=O)N1CCN(C(=O)CN(C2CCCCC2)S(C)(=O)=O)CC1
-8.9,18.4,-0.2,-8.0,0.0,3.3,-1.7,-15.4,1.4,CCN=C1SC(C(=O)Nc2cccc(Cl)c2)CC(=O)N1CC (centres undefined)
1.7,17.2,-2.8,2.1,-1.3,-8.8,4.3,47.6,-3.1,O=C(c1ccc(NS(=O)(=O)c2cccc(F)c2)cc1)N1CCCCC1
-1.5,6.2,-1.5,1.1,-2.0,20.9,-2.8,24.1,-0.9,O=C(/C=C/c1ccccc1[N+](=O)[O-])N1CCN(C(=O)c2ccco2)CC1

Screening data (PubChem BioAssay)

Outcome played no part in choosing rows; any-hit rate near 5.3%.
